Screening results: PubChem, National Center for Advancing Translational Sciences (NCATS)
IP6K1 inhibitor: blocks human inositol hexakisphosphate kinase 1; Q92551; IP6K1 kinase, ADP-Glo luminescence, 2 h; stronger effect = lower value; activity change, % (series mostly up to about 58 µM); 140,000 compounds, 0.81% hits; in the data active means activity change below about -25%
Target sequence (Q92551 whole entry, looked up): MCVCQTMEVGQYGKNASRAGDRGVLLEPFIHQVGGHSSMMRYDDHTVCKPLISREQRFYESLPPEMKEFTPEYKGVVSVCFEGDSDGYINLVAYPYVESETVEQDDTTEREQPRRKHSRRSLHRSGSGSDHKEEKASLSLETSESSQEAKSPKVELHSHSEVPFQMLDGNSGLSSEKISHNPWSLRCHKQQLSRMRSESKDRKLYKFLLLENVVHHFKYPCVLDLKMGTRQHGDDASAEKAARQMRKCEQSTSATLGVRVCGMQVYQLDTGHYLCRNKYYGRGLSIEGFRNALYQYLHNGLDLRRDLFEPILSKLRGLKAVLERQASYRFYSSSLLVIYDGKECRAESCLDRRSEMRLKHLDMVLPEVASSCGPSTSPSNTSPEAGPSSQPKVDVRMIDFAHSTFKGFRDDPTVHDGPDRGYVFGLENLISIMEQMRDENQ
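ADP-Glo luminescence measures ADP made by human IP6K1 during a 2 h RT reaction with ATP/IP6 (mix at 1.3 mM/130 uM); top library doses 57.5 and 19.1 uM final.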
HEK293 tox: kills HEK 293 cells; HEK 293 viability, ATP luminescence (CellTiter-Glo), 48-72 h; Potency, µM (series often up to 115 µM), for inactives: at the highest dose activity change, negative = cytotoxicity, usual class: inhibitors; 94,000 compounds, 6.6% hits; AID 1345083; further: potency means the concentration at half of the fitted maximal effect; nearly all actives have a fitted effect of over 60% in size
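CellTiter-Glo luminescence (cellular ATP) was read after 48 or 72 hr of compound exposure at 37 degree Celsius. Cells were HEK 293 plated at 250 cells/well.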
NIH3T3 tox: kills NIH 3T3 cells. NIH 3T3 viability, CellTiter-Glo ATP luminescence, 48-72 h. Potency, µM (top dose mostly 96.7 µM), for the others: at the top dose activity change, negative = cytotoxicity, actives largely listed as inhibitors. 94,000 compounds, 4.3% hits; further: potency means the concentration at half of the fitted maximal effect; nearly all actives have a fitted effect of over 55% in size
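NIH 3T3 cells at 400 cells/well received 23 nL of compound by pintool and were incubated 48 or 72 h at 37 °C. Viability was read as ATP-coupled CellTiter-Glo luminescence.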
FLuc inh: Photinus pyralis luciferase inhibition; purified P. pyralis luciferase, luminescence, biochemical; 76,000 compounds, 2.5% hits; Potency, µM (highest dose often 115 µM), for the others: at the highest dose activity change, negative = inhibition, actives largely listed as inhibitors; AID 1347043; further: potency means the concentration at half of the fitted maximal effect; nearly all actives have a fitted effect of over 65% in size
Target sequence (P08659 whole entry, looked up): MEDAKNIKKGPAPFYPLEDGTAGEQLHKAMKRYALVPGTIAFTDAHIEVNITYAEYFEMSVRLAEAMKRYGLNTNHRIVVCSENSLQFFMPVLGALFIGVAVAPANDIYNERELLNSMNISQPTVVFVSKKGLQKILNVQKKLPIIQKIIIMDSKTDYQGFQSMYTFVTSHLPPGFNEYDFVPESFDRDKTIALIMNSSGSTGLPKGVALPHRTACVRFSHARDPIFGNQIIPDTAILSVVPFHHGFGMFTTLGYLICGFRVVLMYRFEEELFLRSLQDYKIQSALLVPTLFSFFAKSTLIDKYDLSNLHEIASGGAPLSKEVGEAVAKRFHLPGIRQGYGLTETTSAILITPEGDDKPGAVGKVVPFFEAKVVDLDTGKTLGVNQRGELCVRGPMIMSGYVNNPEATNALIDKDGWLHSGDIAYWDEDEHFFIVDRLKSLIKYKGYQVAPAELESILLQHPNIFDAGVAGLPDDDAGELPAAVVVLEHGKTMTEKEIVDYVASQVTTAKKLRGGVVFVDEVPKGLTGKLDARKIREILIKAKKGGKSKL
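Luminescence read by CCD imaging after purified firefly luciferase (10nM final) was added to substrate buffer holding 10uM D-luciferin and 10uM ATP, pH 7.5, pre-dosed with compound.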
GPT2 inh: GPT2 alanine aminotransferase inhibition. Recombinant GPT2, coupled pyruvate oxidase/HRP Amplex Red fluorescence. Q8TD30. Potency, µM (highest dose often 57.7 µM), without a hit: top-dose activity change, negative = inhibition, hits mostly inhibitors. 100,000 compounds, 0.25% hits; further: potency means the concentration at half of the fitted maximal effect; nearly all actives have a fitted effect of over 60% in size; many of its hits are not listed in these tables
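Inhibition is scored from Amplex Red fluorescence generated when pyruvate oxidase and HRP act on pyruvate released by GPT2. Reactions contain 10ng/uL enzyme, 250uM a-KG and 2mM L-alanine and run 30 min at room temperature.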
SNCA viab count: reduces viability of HEK-293 SNCA reporter cells | HEK-293-SNCA-luc viability, GF-AFC fluorescence, 24 h | Potency, µM (highest dose often 57.1 µM), for inactives: top-dose activity change, negative = cytotoxicity, actives largely listed as cytotoxic | 150,000 compounds, 0.12% hits;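 further: potency means the concentration at half of the fitted maximal effect; 0% = DMSO-treated cells and -100% = medium-only wells without cells; nearly all actives have a fitted effect of over 30% in size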
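Cytotoxicity counterscreen: after 24 h compound treatment of genome-edited SNCA-luciferase HEK-293 cells, live-cell protease substrate GF-AFC read by fluorescence after 30 min; activity scaled between DMSO (0%) and medium-only (-100%), curves Hill-fitted.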
SNCA expr inhib: reduces expression of the alpha-synuclein gene; HEK-293 SNCA-luciferase knock-in, luminescence, 24 h; Potency, µM (series often up to 57.2 µM), inactives show at the top dose activity change, negative = inhibition, most hits filed as inhibitors; 140,000 compounds, 0.17% hits;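 further: potency means the concentration at half of the fitted maximal effect; plate controls were DMSO cells for no effect and cell-free wells for full effect; nearly all actives have a fitted effect of over 45% in size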
An asterisk follows results filed as active; i = inactive; u = inconclusive; x = not tested or not shown; [ ] = another dose, or the depositor's remark. Unless noted, the call rests on the fitted dose curve; in most records, active means well fitted curve in the direction sought with a large enough effect; inconclusive means small, poorly fitted or top-dose-only effect, or another doubt; inactive means no such curve, though single readings can be large; an effect the other way counts as inactive or inconclusive. Unless noted, on the % scale 0 is the no-effect control and ±100 the full control effect.

SMILES | IP6K1 inhibitor | HEK293 tox | NIH3T3 tox | FLuc inh | GPT2 inh | SNCA viab count | SNCA expr inhib
O=C1Nc2ccccc2C2(CCN(C(=O)c3ccccc3F)C2)O1 (centres undefined) | 2 | -11%[172 µM] | 5%[138 µM] | -6%[172 µM] | i | 0%[87.6 µM] | 9%[87.6 µM]
COc1ccc(CCN2C(=O)O[C@@H]3CN(S(=O)(=O)N4CCCC4)C[C@@H]32)cc1 | 12 | -6% | 0% | -5% | 3% | -3% | -2%
O=C(NCc1ccco1)c1ccc2c(c1)N(Cc1ccccc1F)C(=O)c1ccccc1S2(=O)=O | -7 | x | x | x | x | 5% | 2%
NS(=O)(=O)c1ccc(F)c(C(=O)NCCSc2ccccn2)c1 | 11 | -18% | -15% | -5% | -7% | -1% | 5%
COCCC(=O)NCC12CCCC=C1N(CC1CC1)C(=O)CC2 (centres undefined) | -3 | -6% | u | x | i | -14% | 2%
COc1ccc2c(c1)cc(CNc1ccc(OC)c(OC)c1)c(=O)n2CC(=O)Nc1ccccc1C | -3 | x | x | x | x | u | 9%
CC(=O)N1CCC2(CC1)CN(C(=O)Cc1cccc(Cl)c1)CCO2 | -4 | 0% | 4% | x | 3% | 2% | -29%
Cc1noc2c(NC3CCOCC3)cc(-c3ccsc3)nc12 | -14 | u | u | -3%[172 µM] | -1%[88.5 µM] | 8%[87.6 µM] | 26%[87.6 µM]
CC(C)Cn1nc(NC(=O)c2cccc(Cl)c2)c2cc3ccccc3nc21 | -14 | x | x | x | x | 1% | -17%
O=C(C1CCCN1[S+](=O)([O-])c1cccs1)N1CCCC1c1nc2ccncc2[nH]1 (centres undefined) | -4 | -10% | -9% | x | -6% | 1% | 11%
Cc1cc(C)cc(-c2ccc(CN3CCCC3C(=O)NCCc3ccc(F)cc3)cc2)c1 (centres undefined) | -6 | 45µM* | u | x | i | 8% | -13%
CCC1(N2CCN(C(=O)c3ccccc3C(F)(F)F)CC2)CCN(C(=O)C(C)C)C1 (centres undefined) | -3 | -11% | -17% | -13% | -29% | -2% | -14%
COc1ccccc1-c1nnc([C@H]2CCN(C3CCN(C)CC3)C2)o1 | 10 | i | -7%[138 µM] | -8%[172 µM] | -12%[88.5 µM] | -3%[87.6 µM] | 23%[87.6 µM]
CCOC(=O)C1(Cc2ccc(F)cc2F)CCCN(S(=O)(=O)c2ccsc2)C1 (centres undefined) | 5 | u | u | 1% | -11% | 0% | 21%
COCCN1C(=O)CCC2(C(=O)NCc3ccc(Cl)cc3)CCCC=C12 (centres undefined) | 1 | i | -23% | x | 0% | 2% | 6%
O=c1c2sc3ccccc3c2n(Cc2ccccc2)c(=O)n1CCc1ccccc1 | -10 | x | x | x | x | -2% | 47%[activator]
O=C1NCc2ccccc2CC12CCN(Cc1ccc3ccccc3c1)C2 (centres undefined) | -9 | u | u | x | i | -13% | -2%
O=C(Cn1c(=O)n(CC2CCC(C(=O)NCCc3ccccc3)CC2)c(=O)c2ccccc21)Nc1cccc(F)c1 (centres undefined) | 23 | x | x | x | x | -11% | 7%
CCOC(=O)C1CCCN(C(=O)C2CCc3nnc(C4CCN([S+](C)(=O)[O-])CC4)n32)C1 (centres undefined) | -4 | i | -15% | x | i | 13% | -27%
COC(=O)CNC(=O)c1ccc2oc(-c3cccnc3)nc2c1 | 11 | -5% | -23% | x | i | 3% | -13%
O=C(CCCn1cncn1)NC1CC(c2cc(N3CCOCC3)ncn2)C1 (centres undefined) | 15 | -11% | 1% | 1% | 3% | 2% | 10%
Cc1ncsc1C(=O)N1CCC(C(=O)O)(n2ccc(-c3ccco3)n2)CC1 | 4 | i | 0% | 2% | i | 1% | 3%
Oc1cc(O)c2c(c1)O[C@H](c1ccc(O)c(O)c1)[C@H](O)C2 | 2 | x | x | x | 28µM* | -29%[23.9 µM] | 2%[25.6 µM]
C#CCSc1nc(-c2ccccc2)c2cc(Cl)ccc2n1 | -9 | x | x | x | x | -3% | 0%
O=c1[nH]ccn1C1CCN(Cc2ccsc2)CC1 | 14 | -1%[172 µM] | -6%[138 µM] | -3%[172 µM] | 4%[88.5 µM] | 3%[87.6 µM] | -12%[87.6 µM]

For reference, 11 of the compounds above.
SMILES | IP6K1 inhibitor | HEK293 tox | NIH3T3 tox | FLuc inh | GPT2 inh | SNCA viab count | SNCA expr inhib
COCCN1C(=O)CCC2(C(=O)NCc3ccc(Cl)cc3)CCCC=C12 (centres undefined) | 1 | i | -23% | x | 0% | 2% | 6%
O=c1c2sc3ccccc3c2n(Cc2ccccc2)c(=O)n1CCc1ccccc1 | -10 | x | x | x | x | -2% | 47%[activator]
O=C1NCc2ccccc2CC12CCN(Cc1ccc3ccccc3c1)C2 (centres undefined) | -9 | u | u | x | i | -13% | -2%
O=C(Cn1c(=O)n(CC2CCC(C(=O)NCCc3ccccc3)CC2)c(=O)c2ccccc21)Nc1cccc(F)c1 (centres undefined) | 23 | x | x | x | x | -11% | 7%
CCOC(=O)C1CCCN(C(=O)C2CCc3nnc(C4CCN([S+](C)(=O)[O-])CC4)n32)C1 (centres undefined) | -4 | i | -15% | x | i | 13% | -27%
COC(=O)CNC(=O)c1ccc2oc(-c3cccnc3)nc2c1 | 11 | -5% | -23% | x | i | 3% | -13%
O=C(CCCn1cncn1)NC1CC(c2cc(N3CCOCC3)ncn2)C1 (centres undefined) | 15 | -11% | 1% | 1% | 3% | 2% | 10%
Cc1ncsc1C(=O)N1CCC(C(=O)O)(n2ccc(-c3ccco3)n2)CC1 | 4 | i | 0% | 2% | i | 1% | 3%
Oc1cc(O)c2c(c1)O[C@H](c1ccc(O)c(O)c1)[C@H](O)C2 | 2 | x | x | x | 28µM* | -29%[23.9 µM] | 2%[25.6 µM]
C#CCSc1nc(-c2ccccc2)c2cc(Cl)ccc2n1 | -9 | x | x | x | x | -3% | 0%
O=c1[nH]ccn1C1CCN(Cc2ccsc2)CC1 | 14 | -1%[172 µM] | -6%[138 µM] | -3%[172 µM] | 4%[88.5 µM] | 3%[87.6 µM] | -12%[87.6 µM]

Ordered by count of non-hydrogen atoms (smallest number first): part of the list above
SMILES | IP6K1 inhibitor | HEK293 tox | NIH3T3 tox | FLuc inh | GPT2 inh | SNCA viab count | SNCA expr inhib
O=c1[nH]ccn1C1CCN(Cc2ccsc2)CC1 | 14 | -1%[172 µM] | -6%[138 µM] | -3%[172 µM] | 4%[88.5 µM] | 3%[87.6 µM] | -12%[87.6 µM]
O=C(CCCn1cncn1)NC1CC(c2cc(N3CCOCC3)ncn2)C1 (centres undefined) | 15 | -11% | 1% | 1% | 3% | 2% | 10%
O=c1c2sc3ccccc3c2n(Cc2ccccc2)c(=O)n1CCc1ccccc1 | -10 | x | x | x | x | -2% | 47%[activator]

Next compounds
SMILES | IP6K1 inhibitor | HEK293 tox | NIH3T3 tox | FLuc inh | GPT2 inh | SNCA viab count | SNCA expr inhib
Cc1ncc2c(n1)CCCN(CC(=O)NCCC(C)C)C2=O | -5 | -8% | -9% | x | -9% | 5% | -14%
Cn1c2ccccc2c2cnn(CC(=O)NCc3ccc(Cl)cc3)c(=O)c21 | 9 | x | x | x | x | -4% | -3%
O=C(c1cn2cc(-c3ccccc3)sc2n1)N1CCCCC1 | -8 | u | -33%[138 µM] | x | u | -2%[87.6 µM] | -57%[87.6 µM]
O=C1NC(C(=O)NC2CCCCC2)Cn2cccc21 (centres undefined) | -5 | i | i | -10% | i | -5% | 7%
COc1ccc(-c2noc(C(=O)NC(C)(C)C)c2[C@H](C)O)cc1 | -14 | u | -21%[138 µM] | u | i | 0%[87.6 µM] | 26%[87.6 µM]
Cc1ccc(C(=O)N2CCCC(C(=O)N3CCC(c4nc5ncccc5[nH]4)CC3)C2)cc1 (centres undefined) | -1 | 0% | -25% | x | 5% | -14% | -10%
CCCOC(=O)c1c(C)oc2c1cc(NS(=O)(=O)c1ccc(OCC)cc1)c1ccccc12 | 9 | x | x | x | x | -26% | -11%
CCC(=O)Nc1cccc(-c2nnc3n2CCCC3)c1 | 37 | 5% | i | 6% | -8% | -4% | -21%
COc1cccc(CN2CCCC(COc3ccccc3C(=O)NC3CC3)C2)n1 (centres undefined) | -2 | -11% | -9% | 4% | -13% | u | -22%
COCc1nncn1C1CCN(S(=O)(=O)c2ccc(OC)cc2)CC1 | -3 | -4% | 2% | -6% | -7% | 12% | 7%
O=C(CCc1conc1-c1ccccc1F)NCc1cccc(Cl)c1 | 24 | u | -26% | -9% | -10% | -9% | 4%
COc1ccc(C)cc1-c1cn(C)c(=O)n2cc(COc3ccccc3)nc12 | -14 | u | u | -3%[172 µM] | 0%[88.5 µM] | -13%[87.6 µM] | -13%[87.6 µM]
CN(Cc1cccnc1)c1nc2c(c(=O)[nH]1)CCN(Cc1ccc(Cl)cc1)CC2 | 3 | -2% | -13% | -8% | i | 7% | -27%
CNC(=O)c1cc[nH]c1C1CCCN(C(=O)c2ccc(Cn3ccnc3)o2)C1 (centres undefined) | 8 | i | i | 1% | i | -4%[12.5 µM] | u
O=C(Cc1cccc(F)c1)NCc1nnc2ccc(-c3ccc(Cl)cc3)nn12 | -6 | -19% | -6% | 15% | i | 11% | 2%
O=C(Nc1cccc(F)c1)C1CCN(S(=O)(=O)c2ccc3[nH]c4c(c3c2)CCCCC4)CC1 | 4 | x | x | x | x | -10% | -54%
CC(C)CCn1c(=O)c2sccc2n2c(CCCC(=O)NCCc3ccccc3)nnc12 | 26 | x | x | x | x | -28% | -12%
Cc1ccc(-c2noc([C@@H]3CCCN3C(=O)Cc3ccccc3Cl)n2)cc1 | 11 | u | u | -2% | -4% | -7% | 1%
COc1ccc(N2CCN(CC(O)COc3ccc(C)cc3C)CC2)cc1 (centres undefined) | 7 | x | x | x | x | -1% | -7%
Cc1cc(CN2CCC(c3nnc(CN4CCCC4)n3C3CC3)CC2)on1 | -5 | -12% | -9% | -6% | 0% | -10% | u
CCN1CCCCC12Cc1ccccc1CN(C(=O)C1CCN(C)CC1)C2 (centres undefined) | -9 | 0% | -3% | x | i | -5% | 29%
O=C(O)c1ccc(NC(=O)c2ccc(Br)c(S(=O)(=O)N3CCCC3)c2)cc1 | -8 | x | x | x | x | 5% | -5%
CN1CC2(CCN(C(=O)Nc3ccccc3)CC2)CC1C(=O)N1CCOCC1 (centres undefined) | -4 | -17% | -5% | -6% | 5% | -5% | 18%
COC(=O)[C@@H]1Cc2c([nH]c3ccccc23)[C@H]2C[C@@H](NCc3cccs3)C[C@@H](c3ccc(F)cc3)N21 | -18 | u | 79µM* | -8% | 1% | -9% | 10%
CN1CCC2(C1)CN(CC1CCOCC1)c1ccc(C(=O)NCCOc3ccccc3)cc12 (centres undefined) | 4 | u | 32µM* | -4% | i | 6% | -15%
